# Compound activity (PubChem)
# SIRT5 block: sirtuin-5 (human) deacylase inhibition. inhibition, % at 15 µM. AID 652115. actives 1.1% (n = 330,000). Purified SirT5, succinyl-peptide AMC, trypsin-coupled fluorescence. Q9NXA8; in the data active means inhibition above about 15%
# Target sequence (Q9NXA8 whole entry, looked up): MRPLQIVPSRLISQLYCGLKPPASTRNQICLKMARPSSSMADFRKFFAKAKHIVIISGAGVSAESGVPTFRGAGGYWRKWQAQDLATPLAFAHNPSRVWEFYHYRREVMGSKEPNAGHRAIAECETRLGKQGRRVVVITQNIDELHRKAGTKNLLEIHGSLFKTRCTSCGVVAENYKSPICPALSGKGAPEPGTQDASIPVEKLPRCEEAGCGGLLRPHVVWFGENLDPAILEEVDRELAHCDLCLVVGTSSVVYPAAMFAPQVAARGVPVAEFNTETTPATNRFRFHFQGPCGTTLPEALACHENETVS
# esBAF inh: blocks esBAF chromatin remodeling in mouse ES cells | Bmi1-luciferase knock-in reporter, 24 h; 100% = twice the neutral-well signal | reporter increase, % at 12.5 µM | actives 2% (n = 350,000) | AID 602393; in the data active means activation above about 40%;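 further: 0% = median of the plate's neutral control wells and 100% = double that signal; a rise in the Bmi1 reporter signal indicates esBAF inhibition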
# LGR2 inh: Drosophila LGR2 receptor signaling inhibition; inhibition, % at 9.99 µM; actives 0.35% (n = 380,000); HEK293 LGR2, CRE-luciferase, bursicon-stimulated, 4 h;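 active means drop in luminescence signal, shown as inhibition above about 50% in the replicate tests, limit read from the data, passing the limit was not always enough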;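 further: agonist challenge used bursicon conditioned medium at about half maximal strength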
# C2C12 statin: protects C2C12 myotubes from simvastatin toxicity | actives 0.78% (n = 330,000) | rescue of ATP level, % at 7.49 µM | ATP luminescence, 48 h; scaled: DMSO 0, geranylgeraniol control 100;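 active means mean ATP rescue above about 67%, or every replicate alone reaching that limit, limit read from the data, passing the limit was not always enough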;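 further: myotubes were challenged with 10 µM simvastatin during compound exposure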
# Casp6 inh: blocks human caspase-6 cleavage activity; P55212; purified caspase-6, Z-VEID-R110 cleavage fluorescence; inhibition, % at 12.5 µM; actives 0.53% (n = 350,000); AID 686996;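 active means mean inhibition across replicates at least about 35%, with every replicate also reaching that limit, limit read from the data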;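 further: 0% = median of neutral control wells and 100% = no fluorescence left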
# Target sequence (P55212 24-179 limits assumed): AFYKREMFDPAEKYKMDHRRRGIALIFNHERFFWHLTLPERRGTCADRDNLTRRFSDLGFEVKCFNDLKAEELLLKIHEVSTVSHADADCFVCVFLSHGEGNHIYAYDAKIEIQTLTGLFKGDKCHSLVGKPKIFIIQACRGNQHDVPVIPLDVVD
# Target sequence (P55212 194-293 limits assumed): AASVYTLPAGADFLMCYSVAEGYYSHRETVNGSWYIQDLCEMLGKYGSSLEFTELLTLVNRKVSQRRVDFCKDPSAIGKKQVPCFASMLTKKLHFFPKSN
# S100A4 inh HTS: blocks human S100A4 binding to myosin IIA peptide | P26447 | AID 652163 | S100A4/TAMRA-MyoIIA peptide fluorescence polarization | actives 0.14% (n = 360,000) | inhibition, % at 10.7 µM;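 active means mean inhibition of at least 70% across replicates, with every replicate also reaching that level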
# Target sequence (P26447 whole entry, looked up): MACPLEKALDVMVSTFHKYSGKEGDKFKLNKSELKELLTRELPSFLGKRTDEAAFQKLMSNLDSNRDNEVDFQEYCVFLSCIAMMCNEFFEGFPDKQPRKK
#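 System – human S100A4 monomer protein, biochemical binding assay · Buffer or medium – Calcium-containing HEPES buffer, pH 7.2 · Timing – 5 min between mix addition and reading · Also added – TAMRA-labelled myosin IIA heavy-chain peptide probe, 5 nM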
# FN deposition inh: fibronectin deposition inhibition. inhibition, % at 12.6 µM. AID 743247. actives 0.086% (n = 350,000). AH1F fibroblasts, Alexa488-fibronectin deposition fluorescence, overnight;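 active means mean inhibition across replicates of 30% or more, regardless of how many single replicates reach that level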;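 further: positive control wells lacked labelled fibronectin entirely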
#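 test system = AH1F fibroblasts assembling fluorescent fibronectin matrix | quantity = 10000 AH1F cells per well | buffer or medium = DMEM plus 2% serum, read in PBS | doses = single dose, pinned | incubation = 1 h cell attachment, overnight exposure to compound and label | detection = fluorescence at 485 nm excitation, 525 nm emission | read-out basis = inhibition from reduced deposited-fibronectin fluorescence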
# Numbers without * were called inactive; . = no result given; & = joins results of further samples.
SMILES,SIRT5 block,esBAF inh,LGR2 inh,C2C12 statin,Casp6 inh,S100A4 inh HTS,FN deposition inh
Cc1ccc(SCc2[nH]nc3c2C(c2cccnc2)C(C#N)=C(N)O3)cc1 (stereo not given),-0.8,3.4,2.8,23.3,2.5,-4.0,.
C[C@@H](NCCCn1ccc(NC(=O)OCc2ccccc2)nc1=O)c1cccc2ccccc12,-5.0,-3.3,8.0,-4.2,7.0,7.4,-1.1
O=C(NCCCN1CCOCC1)c1cc(-c2ccc(Br)cc2)nc2ccccc12,-7.9,.,3.3,.,-4.6,1.1,-0.9
CCOC(=O)C1CCN(CC(=O)Nc2cc(S(=O)(=O)N3CCCCC3)ccc2Cl)CC1,0.5,2.5,16.9,16.4,5.0,-1.6,-1.8
COc1ccc(/C=C(/C(=O)c2ccc(Cl)cc2Cl)n2cncn2)cc1,.,-16.6,.,-1.9,.,.,-5.3
Cc1ccccc1S(=O)(=O)N1[C@@H]2CNC[C@H]1C2c1ccc(-c2cccnc2)cc1 (stereo not given in full),-1.0,.,-12.9&8.5,.,1.6,2.9,-0.2&-4.7
Cc1ccnc(SCC(=O)c2cccc([N+](=O)[O-])c2)n1,-2.0,.,-2.6,.,-1.3,-2.3,0.1
O=C(NNC(=O)C1CCCCC1)C(=O)NC1CCCCC1,.,0.0,1.9,1.3,2.3,-1.1,.
O=C(Cc1c(F)cccc1Cl)N/N=C/c1cccs1,-10.5,.,-2.8,.,-1.2,2.8,-0.1
CC1=CC(=O)[C@@H](OC(=O)Nc2ccc(C)cc2)[C@@H](c2ccccc2Br)N1C,-4.4,-0.4,-26.2,7.8,-0.2,-3.4,13.8
C=CC[C@@H](CC(=O)N[C@@H](CO)Cc1ccccc1)C(=O)N[C@H](COC(=O)[C@@H](CC=C)Cc1ccc(F)cc1)Cc1ccccc1,-1.2,-2.3,0.3,-13.1,-5.7,-0.6,4.6
CCc1nc(C)ccc1OCC(=O)NCCCN(C)C,.,-5.0,.,-14.0,.,.,4.9
C[C@@H]1CN([C@H](C)CO)C(=O)c2cc(-c3ccncc3)cnc2O[C@H]1CN(C)C,1.5,2.5,-17.0,-2.2,3.0,-5.6,-4.1
Cc1ccc(S(=O)(=O)N(C)C[C@H]2Oc3ccc(NC(=O)Cc4cn(C)c5ccccc45)cc3C(=O)N([C@@H](C)CO)C[C@H]2C)cc1,.,-1.1,20.1,12.6,.,.,.
COc1ccc(CN(C)C[C@H]2OCCCC[C@H](C)Oc3ccc(NS(=O)(=O)c4ccc(OC)cc4)cc3C(=O)N([C@@H](C)CO)C[C@H]2C)cc1,5.1,.,-2.2,.,0.9,3.4,8.5
Cn1ncc(Cl)c1C(=O)Nc1cccc(Cl)c1,.,3.1,.,5.2,.,.,0.2
O=C(c1ccccc1)N1N=C(c2ccco2)CC1c1cccs1 (stereo not given),-0.6,.,33.4,.,0.4,4.6,-17.9
Cc1ccc(S(=O)(=O)NC(=O)NCCc2ccccc2)cc1,-2.5,-4.0,.,-0.1,0.3,5.3,3.1
O=C(Nc1nc(-c2ccccc2)cs1)c1cccc([N+](=O)[O-])c1C(=O)O,-1.0,1.0,1.8,11.0,1.2,-4.2,4.6
CCNC(=O)C1(C)CCCN(C(=O)c2cc(-c3cccs3)oc2C)C1 (stereo not given),.,5.0,-22.1,6.4,-0.9,18.8,4.9
COc1ccc(C(=O)COC(=O)CCS(=O)(=O)c2ccc(C)cc2)c(OC)c1,0.4,.,-5.3,.,2.7,5.7,6.5
COc1ccc(OCC(=O)Nc2ccc3oc(=O)ccc3c2)cc1,2.0,3.2,3.4,-3.5,14.3,11.2,.
CCOc1ccc(NC(=O)c2c(NC(=O)CNCCN3CCOCC3)sc3c2CCC3)cc1,-0.4,0.5,-2.0,-3.7,-1.2,-0.7,.
Cc1ccc2c(C)c(C(=O)N(Cc3cccs3)C3CCS(=O)(=O)C3)oc2c1 (stereo not given),.,8.6,.,9.4,.,.,5.9

# Reformatted with bars between the fields: entries from further up
molecule | SIRT5 block | esBAF inh | LGR2 inh | C2C12 statin | Casp6 inh | S100A4 inh HTS | FN deposition inh
Cc1ccc(SCc2[nH]nc3c2C(c2cccnc2)C(C#N)=C(N)O3)cc1 (stereo not given) | -0.8 | 3.4 | 2.8 | 23.3 | 2.5 | -4.0 | .
C[C@@H](NCCCn1ccc(NC(=O)OCc2ccccc2)nc1=O)c1cccc2ccccc12 | -5.0 | -3.3 | 8.0 | -4.2 | 7.0 | 7.4 | -1.1
O=C(NCCCN1CCOCC1)c1cc(-c2ccc(Br)cc2)nc2ccccc12 | -7.9 | . | 3.3 | . | -4.6 | 1.1 | -0.9
CCOC(=O)C1CCN(CC(=O)Nc2cc(S(=O)(=O)N3CCCCC3)ccc2Cl)CC1 | 0.5 | 2.5 | 16.9 | 16.4 | 5.0 | -1.6 | -1.8
COc1ccc(/C=C(/C(=O)c2ccc(Cl)cc2Cl)n2cncn2)cc1 | . | -16.6 | . | -1.9 | . | . | -5.3
Cc1ccccc1S(=O)(=O)N1[C@@H]2CNC[C@H]1C2c1ccc(-c2cccnc2)cc1 (stereo not given in full) | -1.0 | . | -12.9&8.5 | . | 1.6 | 2.9 | -0.2&-4.7
Cc1ccnc(SCC(=O)c2cccc([N+](=O)[O-])c2)n1 | -2.0 | . | -2.6 | . | -1.3 | -2.3 | 0.1
O=C(NNC(=O)C1CCCCC1)C(=O)NC1CCCCC1 | . | 0.0 | 1.9 | 1.3 | 2.3 | -1.1 | .
O=C(Cc1c(F)cccc1Cl)N/N=C/c1cccs1 | -10.5 | . | -2.8 | . | -1.2 | 2.8 | -0.1

# Remaining list, next part
SMILES,SIRT5 block,esBAF inh,LGR2 inh,C2C12 statin,Casp6 inh,S100A4 inh HTS,FN deposition inh
CC1=C(C(=O)Nc2ccc(C)cc2)C(c2cccs2)NC(=S)N1 (stereo not given),1.5,.,-9.8,.,3.4,2.9,.
O=C(CSc1ccccn1)N1CCc2ccccc21,.,.,-22.2,.,-4.0,-0.6,1.7
O=c1c2cn[nH]c2nc(SCc2ccc3c(c2)OCCO3)n1-c1ccccc1,.,-13.1,.,52.3,.,.,1.9
O=C(Nc1cc(Cl)ccc1Cl)c1cc(-c2ccco2)on1,-0.4,4.6,2.7,3.0,-0.1,-10.4,-1.4
CCCCOc1ccc(C(=O)Nc2ccc3c(c2)OCO3)cc1,.,42.4*,-75.6,-5.5,3.7,-5.6,0.9
COc1cc(/C=N/NC(=O)c2ccc3nc[nH]c3c2)cc(OC)c1OC(C)=O,1.9,1.4,0.5,5.0,0.1,-2.1,5.5
CN(C)Cc1cn(CC[C@H]2CC[C@@H](NS(=O)(=O)c3ccc(-c4ccccc4)cc3)[C@H](CO)O2)nn1,-1.2,1.0,0.1,7.5,0.9,-3.6,-8.5
O=C(Oc1ccc[nH]c1=O)C1CC1,-0.7,0.4,-3.0,-6.2,2.1,-4.8,-9.9
CS(=O)(=O)c1ccc(N2CCOCC2)c(S(C)(=O)=O)c1,-1.5,.,-1.0,.,-0.1,1.3,.
CO[C@@H]1CN(C)C(=O)c2cc(NC(=O)C3CC3)ccc2OC[C@H](C)NC[C@@H]1C,-0.5,-1.9,18.1,-7.8,0.6,13.0,1.0
C=CCN(C(=O)Nc1ccc(OC)cc1)c1nnc(-c2ccncc2)s1,3.0,-1.5,-2.3,-6.8,1.1,-6.0,7.9
Cc1cc(=O)oc2cc(NS(=O)(=O)c3ccccc3)ccc12,-91.8,.,-5.6,.,2.7,14.0,5.9
COC(=O)[C@]12CCCCC=C1N(Cc1ccc3c(c1)OCO3)C(=O)[C@H](CC(=O)NCCCCc1ccccc1)C2,-3.1,.,16.3,.,-2.0,-4.2,.
CCCNC(=O)N(C)C[C@H]1Oc2ncc(C#CC3CC3)cc2C(=O)N([C@H](C)CO)C[C@@H]1C,-4.8,-11.9,-3.1,27.7,-1.0,-2.4,.
CN(C)S(=O)(=O)c1cccc(NC(=O)COc2ccccc2C(=O)Nc2ccccc2)c1,.,7.4,45.4*,-7.6,-3.2,-2.4,6.1
N#C[C@@H]1[C@@H](c2ccc(C#CC3CCCC3)cc2)[C@@H](CO)N1C(=O)c1cccc(F)c1,-3.2,.,14.1,.,1.1,-20.5,4.8
O=C(O)c1ccccc1N/N=C/c1c(Sc2nnnn2-c2ccccc2)nc2ccccn2c1=O,2.0,9.4,7.7,-3.4,11.8,16.3,3.2
O=C1C(Sc2ccccc2)=C[C@@]2(O)CC[C@@H](O)[C@]1(Sc1ccccc1)[C@H]2O,.,.,2.1,.,3.0,2.4,-27.2
CCCCN(C)c1c(N2CCC(C(=O)OCC)CC2)c(=O)c1=O,0.4,-0.2,-8.6,8.9,-0.8,-5.0,.
C[C@H](CO)N1C[C@H](C)[C@@H](CN(C)C(=O)NC2CCCCC2)OCCCC[C@H](C)Oc2ccc(NC(=O)c3ccccc3)cc2C1=O,.,3.3,-7.6,.,.,.,-4.3
O=C(c1ccc2c(c1)OCO2)N1CCN(S(=O)(=O)c2ccccc2)CC1,3.4,.,-3.5,.,3.6,0.4,-25.4
COCC1=C2[C@@H](CCc3ccccc3)OB(O)C[C@@H]2n2c(=O)n(-c3ccccc3)c(=O)n2C1,-2.4,.,.,.,1.7,0.0,.
O=C(NCc1ccc(C(F)(F)F)cc1)C1CC(c2c(Cl)cccc2Cl)=NO1 (stereo not given),-0.7,0.3,-1.2,-13.1,1.1,-2.8,2.4
COc1ccc(C#Cc2ccc([C@@H]3[C@H](CO)N4C(=O)CN(C(=O)NC(C)C)C[C@@H]34)cc2)cc1,-1.1,.,6.2,.,-1.9,18.8,-16.1
COc1cc(C#Cc2c(-c3cncn3C)n(C)c3ccc(-c4ccc5[nH]ccc5c4)cc23)cc(OC)c1,-1.8,38.2,-12.9,-20.9,-3.6,-17.5,-1.8
Cc1noc(C)c1NC(=O)Nc1ccc2c(c1)C(=O)N([C@@H](C)CO)C[C@H](C)[C@H](CN(C)C(=O)Nc1ccccc1)OCCCC[C@H](C)O2,6.6,-4.7,1.2,-16.8,-2.0,-4.2,19.6
COc1ccc(-n2c(C)cc(=O)[nH]c2=O)cc1,.,0.3,13.1,4.3,-4.7,5.3,2.8
CCCC(=O)Nc1ccc2c(c1)C(=O)N(C)C[C@@H](OC)[C@@H](C)CN(C(=O)CN(C)C)[C@@H](C)CO2,-1.7,-1.1,1.2,-3.0,.,-5.5,3.2
CNC[C@@H]1Oc2c(NC(=O)Nc3ccc(C(F)(F)F)cc3)cccc2C(=O)N([C@@H](C)CO)C[C@@H]1C,0.9,-0.2,-1.8,28.1,1.1,9.6,6.2
CC[C@]12c3[nH]c4ccccc4c3CCN1C(=O)C(CC(=O)NCC13CC4CC(CC(C4)C1)C3)C[C@@H]2C(=O)N1CCN(C(=O)c2ccco2)CC1 (stereo not given in full),-3.7,8.7,-5.2,-12.1,1.3,-3.4,6.7
CC(C)(C)NC(=O)C1c2ccccc2OCC(=O)N1Cc1ccccn1 (stereo not given),-8.7,.,-3.0,.,-0.9,-2.7,5.1
CN(C)CC(=O)N1[C@H](C#N)[C@H](c2ccc(C#CC3CCCCC3)cc2)[C@H]1CO,4.7,-15.8,.,-7.4,-4.2,-2.6,-13.4
[O-][n+]1c2cc(C(F)(F)F)ccc2c2n1CCN=C2c1ccc(Cl)cc1,.,2.4,-21.7,23.4,-4.1,-4.1,-7.7
Cc1[nH]c2ccccc2c1CC(=O)Nc1ccc(Oc2cccnc2)cc1,.,.,-14.1,.,3.1,-1.7,1.2
CC(OC(=O)c1cccc(S(=O)(=O)N2CCCCCC2)c1)C(=O)Nc1ccc(S(N)(=O)=O)cc1 (stereo not given),0.8,-0.5,-3.8,5.2,7.7,-15.3,-3.8
CCN(CCCNC(=O)CNC(=O)c1nn(-c2ccc(OC)cc2)c(=O)c2ccccc12)c1cccc(C)c1,-1.0,5.2,9.7,59.6,-3.8,-2.3,2.6
Cc1ccc(C)c(/C=N/NC(=S)NCCc2ccccc2)c1,.,0.4,.,132.5*,.,.,-0.4

# Some of the compounds tested; count on the stated rates, not on these rows.
